High-throughput results deposited in PubChem by several laboratories.
PLAP inhibitors HTS – PLAP enzyme inhibitors, biochemical, luminescence, HTS (AID 690); inhibition, % at 20 µM; hits with a dose series show IC50 in µM; purified PLAP, luminescent substrate; higher % means a stronger effect; 96,000 tested, 0.08% active; in the data active = a potency from the dose series; inactive = the rest, 99 in 100 with inhibition below about 30%; note: strong numbers were not always called active
IL1B NFkB pot – enhancers of NFkB p65 translocation in HUVEC – imaging, IL-1B stimulus, high-content imaging, primary screen | HUVEC IL-1B NFkB p65 nuclear translocation imaging | activation, % at 2 µM | 94,000 tested, 0.3% active | AID 819, 2007;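 active = activation above 40%, about the mean plus 3 SD, also judged a hit on visual image review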;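 note: percent activation is computed from the nuclear over cytoplasmic p65 intensity ratio; values of inactives mirror those of a sister screen read the other way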
MRP reversal – reversal of MRP1-mediated doxorubicin resistance, primary screen, H69AR cells, doxorubicin co-treatment; H69AR cells + 2 uM doxorubicin, CellTiter-Glo, 72 h; differential viability (reversal), % at 10 µM; 85,000 tested, 0.04% active;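 active = viability drop by adding the cancer drug above about 55%, with treated viability meeting a 40% cutoff, limit read from the data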;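 note: viability without doxorubicin minus viability with 2 µM doxorubicin for each compound; larger differential means the compound sensitizes cells more to doxorubicin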
Bcl-B TR3 displacers – displacers of TR3 peptide from Bcl-B, primary screen, selectivity assay for Bfl-1 inhibitor project, biochemical, fluorescence polarization; Bcl-2-like protein 10 (Homo sapiens); FP displacement of FITC-TR3 peptide from Bcl-B; higher % means a stronger effect; displacement, % at 20 µM; hits with a dose series show IC50 in µM; 96,000 tested, 0.11% active;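 active = displacement above 50% at 20 µM plus a fluorescence interference ratio under 1.5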;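 note: plate controls were wells without compound for no effect and wells lacking Bcl-B protein for full effect; a part of the inactive calls stands beside numbers as strong as those of hits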
NFkB transloc inh – inhibitors of IL-1B driven NFkB p65 nuclear import, primary screen, imaging, HUVEC, IL-1B stimulus, high-content imaging; 94,000 tested, 0.43% active; inhibition, % at 2 µM; HUVEC IL-1B NFkB p65 nuclear translocation imaging;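 active = inhibition above about 30% together with a positive call from visual inspection of the well image, limit read from the data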;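 note: nuclear over cytoplasmic p65 intensity ratio measured by imaging; 0% = IL-1B stimulated DMSO wells and 100% = unstimulated DMSO wells; values of inactives mirror those of a sister screen read the other way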
MRP reversal cytotoxicity – second read-out of MRP reversal, no call of its own (marks repeat the call); viability, %; H69AR cells, CellTiter-Glo, 72 h; measured here: cytotoxicity without doxorubicin
MRP reversal with doxorubicin – also measured in MRP reversal; calls as there; viability, %; measured here: viability with 2 uM doxorubicin; active compounds read low
NFkB transloc inh cell count 2 µM – also measured in NFkB transloc inh; calls as there; cell count; measured here: cells passing quality filter;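 raw number of nuclei counted in each imaged well without normalization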
IL1B NFkB pot cell count 2 µM – further read-out of IL1B NFkB pot, marked with its call; cell count; measured here: cells passing quality filter
Starred values were filed as active, the others as inactive; x = no result given. Only part of the results is shown, so the mix of outcomes need not match the whole.

Start of the listing, in advance (6 entries):
SMILES	PLAP inhibitors HTS	IL1B NFkB pot	IL1B NFkB pot cell count 2 µM	MRP reversal	MRP reversal cytotoxicity	MRP reversal with doxorubicin	Bcl-B TR3 displacers	NFkB transloc inh	NFkB transloc inh cell count 2 µM
Cc1ccc(-c2nnn(CC(=O)N(Cc3cccs3)C(C(=O)NC3CCCC3)c3ccco3)n2)o1 (stereo not drawn)	-7%	22	44	13	90	76	-4%	-22	44
Cc1ccc(S(=O)(=O)Oc2ccc(C3C4=C(CCCC4=O)OC4=C3C(=O)CCC4)cc2)cc1	-9%	-4	175	x	x	x	4%	4	175
CCc1ccc(CCC(=O)Nc2ccc(S(N)(=O)=O)cc2)o1	-19%	16	145	9	90	81	0%	-16	145
CCOC(=O)c1cnc(SCc2cccc3ccccc23)nc1N	24%	8	47	-3	53	56	6%	-8	47
Cc1ccc(-c2nn3nnnc3c3ccccc23)cc1C	-5%	6	142	16	98	83	-3%	-6	142
CCC(C)NC(=O)c1n[nH]c(=O)c2ccccc12 (stereo not drawn)	x	-4	89	12	102	90	3%	4	89

This part in full, previewed entries included:
SMILES	PLAP inhibitors HTS	IL1B NFkB pot	IL1B NFkB pot cell count 2 µM	MRP reversal	MRP reversal cytotoxicity	MRP reversal with doxorubicin	Bcl-B TR3 displacers	NFkB transloc inh	NFkB transloc inh cell count 2 µM
Cc1ccc(-c2nnn(CC(=O)N(Cc3cccs3)C(C(=O)NC3CCCC3)c3ccco3)n2)o1 (stereo not drawn)	-7%	22	44	13	90	76	-4%	-22	44
Cc1ccc(S(=O)(=O)Oc2ccc(C3C4=C(CCCC4=O)OC4=C3C(=O)CCC4)cc2)cc1	-9%	-4	175	x	x	x	4%	4	175
CCc1ccc(CCC(=O)Nc2ccc(S(N)(=O)=O)cc2)o1	-19%	16	145	9	90	81	0%	-16	145
CCOC(=O)c1cnc(SCc2cccc3ccccc23)nc1N	24%	8	47	-3	53	56	6%	-8	47
Cc1ccc(-c2nn3nnnc3c3ccccc23)cc1C	-5%	6	142	16	98	83	-3%	-6	142
CCC(C)NC(=O)c1n[nH]c(=O)c2ccccc12 (stereo not drawn)	x	-4	89	12	102	90	3%	4	89
O=C(Nc1ccncc1)Nc1ccc(F)cc1F	-11%	14	119	-31	61	92	1%	-14	119
Nc1nncn1C(=O)CCc1ccccc1	-37%	2	137	-14	96	110	-2%	-2	137
CC1(C)CC2CC(C)(CN2S(=O)(=O)c2cccc(N)c2)C1 (stereo not drawn)	x	-2	155	-10	97	107	x	2	155
CCCCC(c1nnnn1C1CCCC1)N1CCN(C(=O)c2ccco2)CC1 (stereo not drawn)	-82%	0	93	0	103	103	-1%	0	93
C[C@@H](C(=O)NCc1ccccc1)N1C(=O)C2CC=CCC2C1=O (stereo partly drawn)	-38%	15	178	10	102	92	-10%	-15	178
Cc1ccc(-c2nc(CS(=O)(=O)CC(=O)NCCCN3CCN(C)CC3)c(C)o2)cc1	-25%	-7	183	7	100	92	3%	8	183
CC(=O)N1C(C(=O)O)CSC1c1cccc(C)c1 (stereo not drawn)	-1%	-36	71	13	91	78	-17%	36*	71*
Cc1nn(C)cc1/C=C/C(=O)c1cccs1	x	0	137	-17	39	56	x	0	137
COCCOC(=O)C1=C(C)NC(=O)NC1c1ccc(OC(=O)c2ccco2)c(OC)c1 (stereo not drawn)	7%	4	186	5	92	87	-7%	-4	186
CCOc1ccc(CCNC(=O)C2CCC(=O)N2CCc2ccccc2)cc1OCC (stereo not drawn)	-29%	12	153	12	94	82	-8%	-12	153
O=C(NCC(=O)N(c1ccc2c(c1)OCO2)C(C(=O)NC1CCCC1)c1ccncc1)c1ccco1 (stereo not drawn)	-17%	10	101	-9	93	102	-2%	-10	101
CCOC(=O)c1oc2ccccc2c1CSc1nnnn1-c1ccc(OC)cc1	0%	-6	149	22	89	67	-4%	6	149
COc1cc(OC)cc(C(=O)NCc2n[nH]c(=S)n2-c2ccccc2OC)c1	x	9	121	-2	86	87	x	-9	121
COc1ccc(NS(=O)(=O)c2coc(C(N)=O)c2)cc1Cl	x	4	56	11	98	87	x	-4	56
CC(C)(C)c1ccc(C(=O)NCc2cccnc2)cc1	-11%	-5	91	-10	87	97	2%	5	91
Cc1nn(C)c(Cl)c1NC(=O)OCc1ccccc1	-4%	x	x	x	x	x	0%	x	x
CC1=C(C(=O)Nc2ccccc2Cl)C(c2ccc(N(C)C)cc2)NC(=O)N1 (stereo not drawn)	-10%	1	111	x	x	x	-12%	-1	111
CCOC(=O)c1ccccc1NC(=O)CN(c1ccccc1OCC)S(C)(=O)=O	-38%	17	145	x	x	x	-7%	-17	145
Cc1oc(-c2nc3ccccc3n2C)cc1C(=O)c1ccccc1	x	5	138	-1	78	79	x	-5	138

(list continues)
SMILES	PLAP inhibitors HTS	IL1B NFkB pot	IL1B NFkB pot cell count 2 µM	MRP reversal	MRP reversal cytotoxicity	MRP reversal with doxorubicin	Bcl-B TR3 displacers	NFkB transloc inh	NFkB transloc inh cell count 2 µM
CCCc1cc(Nc2ccccc2OCC)n2ncnc2n1	-60%	10	156	2	90	89	0%	-10	156
O=C1C2CCCN2C(c2ccc(Br)cc2)N1c1ccc(F)cc1 (stereo not drawn)	4%	33	184	10	87	77	-2%	-33	184
O=C(Nc1ccc(N2CCOCC2)cc1)C1CC1	19%	-9	89	4	98	94	-10%	9	89
Cc1nc2cc(C(F)(F)F)ccc2n1C1CCN(CC(=O)NC(C)(C)C)CC1	-62%	-4	160	-28	57	84	-10%	4	160
CCOc1ccc(-n2c(=O)c3c(C)c(C)sc3n(CC(=O)NCc3ccco3)c2=O)cc1	6%	6	108	1	40	39	-23%	-6	108
O=C(CN1C(=O)CSc2ncccc21)NCCN1CCOCC1	17%	-9	142	3	101	98	-9%	9	142
Cc1ccc2sc(NC(=O)CN3C(=O)CCC3=O)nc2c1C	-26%	x	x	6	98	91	-14%	x	x
CC1CCCC(C)N1C(=O)CN1CCN(c2nc(-c3ccc(F)cc3)cs2)CC1 (stereo not drawn)	-56%	2	76	9	96	86	0%	-2	76
O=C(Nc1cnc2ccccc2c1)N1CCOCC1	-10%	-2	179	5	100	95	2%	2	179
CN(C)c1cc(=O)n2c(n1)SCCC2	-11%	-1	138	-14	77	90	-7%	1	138
Cn1c(SCC(=O)Nc2ccccc2F)nnc1-c1cc2ccccc2o1	13%	-5	186	-4	106	110	-10%	5	186
CC(CCc1ccccc1)NC(=O)C1CCN(c2nnc(-n3cccc3)s2)CC1 (stereo not drawn)	-9%	x	x	3	86	84	-1%	x	x
CCN1CCN(C(c2cc(OC)ccc2OC)c2nnnn2Cc2ccccc2)CC1 (stereo not drawn)	-36%	3	158	17	97	80	-1%	-3	158
COc1cccc(C2=NOC(C(=O)Nc3ccc(OC)c(OC)c3)C2)c1 (stereo not drawn)	2%	8	159	18	101	84	1%	-8	159
COn1c(SCc2cccnc2)nc2ccccc2c1=O	15%	5	100	-2	89	90	-4%	-4	100
O=C1CC(c2ccc(F)cc2)Sc2ccccc2N1 (stereo not drawn)	x	9	163	-6	93	100	x	-9	163
O=C(CSc1nnc(-c2cccs2)o1)N1CCCCC1	-6%	-10	153	15	104	89	-2%	10	153
O=C(CCC(=O)NNC(=O)Nc1ccc(Cl)cc1)NCc1ccccc1	4%	-5	136	x	x	x	4%	5	136
COC(=O)c1ccc(CSc2nnc(NC(=O)c3cc4c(s3)CCCC4)s2)cc1	-35%	-27	158	-2	8	10	-34%	27	158
COc1cc(C(=O)COC(=O)CNC(=O)C2CCCCC2)cc(OC)c1OC	-35%	2	166	x	x	x	2%	-2	166
CCOC(=O)CCn1nnc(N)n1	16%	x	x	-1	102	103	-5%	x	x
CCOC(=O)C(NC(=O)CC)(N1CCc2ccccc2C1)C(F)(F)F (stereo not drawn)	14%	1	185	-25	88	113	-6%	-1	185
CCOC(=O)c1sc(NC(=O)C2CC2)nc1C	8%	-22	151	15	92	77	0%	22	151
COC(=O)C1=C(N)Oc2cc(C)[nH]c(=O)c2C1c1cccnc1 (stereo not drawn)	-6%	1	172	x	x	x	2%	-1	172
COc1ccccc1C(=O)Nc1c(C)n(C)n(-c2ccccc2)c1=O	6%	6	134	8	97	88	1%	-6	134

(next part)
SMILES	PLAP inhibitors HTS	IL1B NFkB pot	IL1B NFkB pot cell count 2 µM	MRP reversal	MRP reversal cytotoxicity	MRP reversal with doxorubicin	Bcl-B TR3 displacers	NFkB transloc inh	NFkB transloc inh cell count 2 µM
CC(C)(C)n1nnnc1C(c1ccc2ncccc2c1)N1CCSCC1 (stereo not drawn)	x	7	93	8	88	80	0%	-7	93
COc1ccc(NC(=O)N2CCN(CCC#N)CC2)cc1	22%	-2	176	-20	95	116	2%	2	176
CC(=C/c1ccccc1)/C=N/n1cnnc1	-9%	-5	157	10	77	67	0%	5	157
CCN(CC)CCn1c(NCc2ccc(C)o2)nc2ccccc21	32%	5	145	16	74	58	3%	-4	145
COCCCn1c(=S)[nH]c2ccc(N3CCOCC3)cc2c1=O	10%	x	x	x	x	x	0%	x	x
CCOC(=O)c1c[nH]c2c(Cl)ccc(Cl)c2c1=O	10%	-7	89	-5	64	68	-1%	6	89
CC(C)c1[nH]nc2c1C(c1cccs1)C(C#N)=C(N)O2 (stereo not drawn)	x	-9	129	-22	40	62	x	9	129
CSCCC(C(=O)N1C[C@]2(C)C[C@H]1CC(C)(C)C2)N1C(=O)c2ccccc2C1=O (stereo partly drawn)	-14%	10	172	17	99	81	-2%	-10	172
CCCCN(C)C(=O)C(Cc1ccccc1)NS(=O)(=O)c1ccc2c(c1)CCC(=O)N2 (stereo not drawn)	-12%	-3	70	-27	58	84	0%	3	70
COc1cc(C(=O)NCc2cn3ccsc3n2)cc(OC)c1OC	x	18	98	16	97	81	x	-18	98
COC(=O)CSc1nnc2n1C(C)(C)Cc1ccccc1-2	2%	4	132	14	97	83	8%	-4	132
CCCCNC(=O)Nc1ccc(Br)cn1	-4%	x	x	12	106	94	-10%	x	x
N=c1ccn(CC(=O)NC(N)=O)c2ccccc12	-2%	3	175	x	x	x	12%	-3	175
CC1=C(C(=O)OCCOC(C)C)C(c2cc3c(cc2Br)OCO3)CC(=O)N1 (stereo not drawn)	-61%	-5	147	16	99	83	3%	5	147
CCC(=O)N1CC23C=CC(CC2CC12CCCCC2)O3 (stereo not drawn)	5%	x	x	5	109	104	4%	x	x
O=C(O)CCc1ccc(-c2cccs2)n1NC(=O)c1ccc(O)cc1	-22%	17	136	-7	92	99	18%	-17	136
c1ccc(CNc2ncnc3nc[nH]c23)cc1	-96%	5	179	-17	79	96	-5%	-5	179
Cn1cnnc1SCC(=O)c1ccc2c(c1)CCCC2	2%	-4	105	-5	74	79	-3%	4	105
CC1(C(=O)CSc2nc3ccccc3[nH]2)CCC(=O)O1 (stereo not drawn)	x	3	145	x	x	x	x	-2	145
COc1ccc(CCn2nnnc2C(CC(C)C)N2CCC(C(N)=O)CC2)cc1OC (stereo not drawn)	-25%	9	147	2	91	90	-1%	-9	147
CN(CCCNC(=O)c1cccn2c(=O)c3ccccc3nc12)Cc1ccccc1	-48%	12	191	x	x	x	12%	-12	191
CCn1c(COc2ccccc2)nnc1SCC(=O)CC(=O)Nc1ccccc1OC	-40%	20	189	-24	65	89	0%	-20	189
CCn1cc(C(=O)N2CCN(C3CCCCC3)CC2)c2cc(OC)c(OC)cc2c1=O	-67%	x	x	10	102	92	-9%	x	x
CCOC(=O)c1c(NC(=O)CSc2nnc(CNC(=O)c3ccco3)n2C)sc2c1CCC2	-35%	19	71	x	x	x	0%	-19	71
COc1cccc(-c2cc(C(=O)N3CCCc4ccccc43)no2)c1	-24%	3	155	x	x	x	-10%	-3	155
Cc1occc1C(=O)Nc1cccc(C(=O)O)c1	8%	15	160	x	x	x	1%	-15	160
Cc1cc(C#N)c(C)n1-c1cc(S(=O)(=O)N2CCOCC2)ccc1N1CCCC1	-34%	6	146	-21	44	65	-2%	-6	146
COc1cnc(-c2ccccn2)nc1Sc1cccc(Cl)c1	-44%	x	x	x	x	x	-9%	x	x
CCCCN1CC(C(=O)NC2CCCCC2)CC1=O (stereo not drawn)	-5%	-10	118	3	90	88	1%	10	118
